ssDAF12 agonist: activators of S. stercoralis DAF-12 nuclear receptor; HEK293 ssDAF-12/GRIP1 lit1-tk-luc reporter, luminescence; % of 3 µM dafachronic acid response; activation, % at 6.8 µM; 1% of 370,000 active;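 active = activation above the mean over all tested compounds plus 3 SD, cut at about 0.9% in these data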;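 also: 0% = DMSO-only wells and 100% = 3 µM delta7-dafachronic acid wells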
hcDAF-12 act: H. contortus DAF-12 activation, primary screen; HEK293 hcDAF-12 lit1-tk-luc reporter, luminescence; 0% DMSO, 100% Δ7-dafachronic acid; activation, % at 6.8 µM; 1.4% of 370,000 active; AID 652067;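 active = activation above the mean of all tested compounds plus 3 SD, cut at about 5.5% in these data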;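 also: 100% = response to 3 µM Δ7-dafachronic acid high control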
SMARCA2 activ: increases SMARCA2 function in MMTV reporter cells; AID 652017; activation, % at 9.1 µM; MG213 cells, MMTV-luciferase reporter, dexamethasone, overnight; 1% of 370,000 active; in the data active = activation above about 7.8%;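 also: 0% = vehicle wells and 100% = reference activator wells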
GAA850 FXN act: frataxin GAA850 promoter activation. AID 540364. HEK293 lucGAA850 FXN promoter luciferase reporter, 24 h; percent of 10 µM SAHA response. 0.56% of 360,000 active. activation, % at 6 µM;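 active = activation above the average of all compounds screened plus 3 SD, cutoff fixed separately per campaign, cut at about 7.5% in these data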;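 also: 0% = DMSO wells and 100% = 10 µM SAHA wells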
DAX1 inh-1: NR0B1 (DAX1) inhibition; P51843; 0.99% of 340,000 active; inhibition, % at 6.75 µM; HEK293 Gal4-DAX1 luciferase reporter, luminescence; AID 504766;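 active = inhibition above the mean over all tested compounds plus 3 SD, cut at about 4.2% in these data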;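 also: 0% = DAX1-transfected cells with DMSO and 100% = empty-vector control cells with DMSO; inhibition shows as a rise in luminescence from relieved DAX1 repression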
DAX1 inh-2: DAX1 (NR0B1) inhibition, primary screen; inhibition, % at 6.8 µM; AID 652010; HEK293T StAR-luciferase reporter, SF-1/DAX-1 repression relief; 1.1% of 370,000 active;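 active = inhibition above the mean over all tested compounds plus 3 SD, cut at about 3.6% in these data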;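 also: 0% = DAX-1 cells with DMSO and 100% = cells lacking DAX-1 with DMSO; higher inhibition means more luminescence from relief of DAX-1 repression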
hgDAF-12 ag: hgDAF-12 agonism, primary luciferase screen. 1.8% of 370,000 active. HEK293 GAL4-hgDAF12 UAS-luciferase reporter, agonist luminescence; normalized to butyrate control. activation, % at 6.8 µM;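 active = activation above a cutoff set at the mean of all screened compounds plus 3 SD, cut at about 10% in these data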;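 also: 0% = DMSO wells and 100% = sodium butyrate wells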
NPR1 activator: GC-A (human) enzyme activation. HEK293 GC-A cells, cGMP TR-FRET, EC30 ANP; 0% at EC30 ANP, 100% saturating ANP. activation, % at 10 µM. 0.14% of 370,000 active. AID 1671463; in the data active = activation above about 40%
sPLA2-III inh: Inhibits HGIII-sPLA2 liposome hydrolysis, primary screen; AID 743126; QFRET BODIPY PC-A2 liposome hydrolysis, fluorescence; inhibition, % at 12.2 µM; 0.56% of 370,000 active;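 active = inhibition above mean plus 3 SD of compounds lying within the high and low control bounds, cut at about 19% in these data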;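 also: 0% = median of test compound wells and 100% = no enzyme DMSO wells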
NPR2 activator: GC-B (human) receptor activation; P20594; HEK293-GC-B cells, CNP EC30, cGMP TR-FRET; 0% at EC30 CNP, 100% saturating CNP; activation, % at 10 µM; 0.11% of 370,000 active;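 active = activation at 10 µM reaching about 35% in either raw or pattern-adjusted values, limit read from the data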
Target sequence (P20594 whole entry, looked up): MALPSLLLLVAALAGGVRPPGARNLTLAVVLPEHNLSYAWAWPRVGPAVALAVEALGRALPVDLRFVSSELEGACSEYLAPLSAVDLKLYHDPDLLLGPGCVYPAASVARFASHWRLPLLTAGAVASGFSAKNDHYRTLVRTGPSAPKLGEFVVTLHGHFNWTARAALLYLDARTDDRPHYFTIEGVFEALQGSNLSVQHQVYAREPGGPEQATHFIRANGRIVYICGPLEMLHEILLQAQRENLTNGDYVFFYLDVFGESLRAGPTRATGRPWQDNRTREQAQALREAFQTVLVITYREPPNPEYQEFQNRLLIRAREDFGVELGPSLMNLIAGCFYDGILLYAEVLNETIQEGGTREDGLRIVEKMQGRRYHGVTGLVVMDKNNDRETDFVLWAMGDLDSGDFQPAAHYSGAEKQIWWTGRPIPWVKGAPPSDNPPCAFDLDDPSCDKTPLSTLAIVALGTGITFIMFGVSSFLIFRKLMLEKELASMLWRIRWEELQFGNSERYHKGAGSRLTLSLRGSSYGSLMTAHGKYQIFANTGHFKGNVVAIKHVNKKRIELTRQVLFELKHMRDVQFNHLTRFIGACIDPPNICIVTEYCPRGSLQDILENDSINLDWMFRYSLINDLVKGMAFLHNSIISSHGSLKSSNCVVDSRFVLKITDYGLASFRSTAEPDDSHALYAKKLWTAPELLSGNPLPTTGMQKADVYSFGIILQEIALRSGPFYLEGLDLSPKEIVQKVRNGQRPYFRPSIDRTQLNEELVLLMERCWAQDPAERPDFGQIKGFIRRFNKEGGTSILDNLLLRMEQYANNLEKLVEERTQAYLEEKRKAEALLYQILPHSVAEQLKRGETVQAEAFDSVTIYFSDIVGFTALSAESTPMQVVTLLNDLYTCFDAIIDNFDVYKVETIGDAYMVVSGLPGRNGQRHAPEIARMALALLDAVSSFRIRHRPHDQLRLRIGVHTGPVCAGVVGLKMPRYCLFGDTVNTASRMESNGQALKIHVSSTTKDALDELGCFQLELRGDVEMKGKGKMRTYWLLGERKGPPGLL
proKLK7 act: proKLK7 (human) activation, primary screen; P49862; purified proKLK7, EDANS-DABCYL substrate fluorescence; 100% is mature enzyme control, 0% vehicle; activation, % at 7 µM; 0.9% of 370,000 active; AID 652039;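 active = activation above the mean of all tested compounds plus 3 SD, computed per campaign excluding outliers beyond control limits, cut at about 13% in these data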
* marks the source's active call; other numbers are inactive results; / = no result given. Compounds as they come; any-hit rate near 6.7%.

SMILES	ssDAF12 agonist	hcDAF-12 act	SMARCA2 activ	GAA850 FXN act	DAX1 inh-1	DAX1 inh-2	hgDAF-12 ag	NPR1 activator	sPLA2-III inh	NPR2 activator	proKLK7 act
Cc1cccc(NC(=S)N2CCN(S(=O)(=O)c3ccccc3)CC2)c1	-1.4	-2.4	1.8	-1.2	0.3	1.1	-1.3	-0.7	5.0	6.1	0.1
Nc1ccccc1C(=O)N1CCc2ccccc21	0.8	5.5	2.5	2.0	1.6	0.6	5.9	-2.0	11.3	1.5	-0.2
Cc1ccc(Cn2c(N/N=C/c3ccncc3)nc3c2c(=O)n(C)c(=O)n3C)cc1	-1.2	-2.1	-1.0	0.5	2.0	-0.6	-2.2	9.2	1.0	13.3	1.0
Cc1onc(-c2ccccc2)c1C(=O)NNC(=S)NC(=O)c1ccc(Cl)cc1Cl	-0.4	1.8	2.2	2.0	1.8	0.3	-1.4	-0.1	15.1	-1.0	-0.6
O=C(COC(=O)c1ccccc1[N+](=O)[O-])c1ccc2c(c1)OCO2	-1.3	0.0	-0.1	-7.8	-0.6	-0.3	-1.7	0.6	-4.2	-1.2	0.1
CCc1noc(C)c1C(=O)Nc1nnc(C(CC)CC)s1	-0.3	-1.5	1.1	1.8	0.1	-1.7	0.3	0.1	0.4	-0.9	0.4
CCCCC#Cc1cncc(C(=O)N/N=C/c2cccc(OC)c2)c1	-1.4	-0.2	-0.8	-0.7	-0.3	-0.4	-0.3	-0.9	-9.3	0.6	-1.3
C=CCN=c1scc(-c2ccco2)n1/N=C/c1ccc(O)c(O)c1O	-1.1	2.6	2.2	7.1	1.1	-0.1	5.7	1.7	23.9*	4.2	0.0
Cc1ccc(-n2nc3c(c2NC(=O)C2CC2)CS(=O)(=O)C3)cc1	-1.3	-0.5	-1.6	-1.2	0.5	0.8	3.2	0.9	0.2	2.4	-0.2
O=C(CN1C(=O)C(=O)c2ccccc21)c1ccc(Cl)cc1	-1.0	2.9	-0.9	-0.5	-0.1	0.1	0.1	-10.3	1.8	-17.8	0.2
COC(=O)c1cccc(NC(=O)c2ccco2)c1	-1.2	-1.0	1.9	-1.0	-1.3	-0.3	0.8	-6.8	-3.5	-2.8	0.1
O=C(CN1CCCCCC1)N1c2ccccc2Sc2ccc(C(F)(F)F)cc21	-0.7	-1.3	-4.4	3.8	-1.0	1.7	-1.4	-19.0	1.9	-15.2	0.6
Cc1ccc(N(CCC(=O)O)S(=O)(=O)c2ccccc2)cc1	-0.9	-1.6	4.8	2.4	-0.4	-0.2	-1.2	0.9	5.0	-5.7	-0.5
CC1(C(=O)NS(=O)(=O)c2ccccc2Cl)CCN1C(=O)C1(c2ccc(Cl)cc2)CC1 (stereo unspecified)	-1.6	0.1	0.7	0.8	/	0.4	0.6	3.2	-5.8	4.7	0.1
Cc1cc(Cl)ccc1NC(=S)NCc1ccccc1Cl	-1.2	-3.0	0.8	0.7	-0.9	-0.2	-1.7	-0.3	-1.0	-5.1	-0.2
COc1ccc(S(=O)(=O)N2CCC(N3CCN(c4ccccc4OC)CC3)CC2)cc1	-0.7	-1.0	0.6	-0.8	-1.6	-0.3	-1.3	-1.9	-5.5	1.4	-0.2
O=S(=O)(Nc1ccc(F)cc1)c1cccc2nsnc12	-1.1	-1.7	2.0	-0.4	0.4	-0.2	0.4	0.5	-0.7	1.1	-0.6
CCc1ccccc1Nc1cc(C(=O)NCc2ccccn2)c2ccccc2n1	-0.5	0.8	-0.6	-2.8	-2.9	0.0	-2.3	-1.4	-10.9	-1.5	0.7
O=C(CNC(=O)c1ccc2c(=O)n3c(nc2c1)CCC3)Nc1ccc(F)c(F)c1	0.4	-1.2	-1.6	-1.3	1.5	-1.0	-0.9	-1.5	2.4	-7.7	-0.8
COCC1CCCCN1C(=O)CCCn1nnnc1CN1CCC(C)CC1 (stereo unspecified)	-1.1	-0.2	-1.8	-0.1	-0.2	0.1	1.5	2.0	-0.6	2.1	-0.2
COc1ccc(CC(=O)N2CC(=O)N(CCc3ccccc3)C(=O)C2)cc1	-0.3	2.1	-0.5	1.8	0.3	1.2	1.1	-1.6	-2.0	-1.7	-0.1
CCOC(=O)c1[nH]c(C)c(C(=O)Nc2cc(OC)ccc2OC)c1C	-0.5	-1.2	-4.3	2.0	-2.3	-1.1	-4.4	-2.6	-1.4	-6.1	0.1
CCCc1cc(=O)oc2c(CN3CCOCC3)c(O)ccc12	-1.4	-0.8	-1.0	0.5	1.7	-0.1	2.0	-0.5	7.1	1.6	75.5*
CSCC[C@H](N)C(=O)N1CCC(C(=O)N[C@@H](Cc2c[nH]c3ccccc23)C(=O)O)CC1	-0.2	0.6	0.3	3.6	1.3	0.3	0.3	0.6	-7.7	-4.4	-0.3
COc1ccc(NC(=O)c2ccc(Br)o2)cc1	-0.5	-0.1	6.0	4.3	1.5	1.2	8.9	1.4	-0.1	-3.7	0.3
Cc1ccc(C(=O)NNC(=O)CSc2n[nH]c(-c3cccnc3)n2)cc1	-0.8	-0.1	-1.8	0.9	0.1	-0.2	-0.3	6.9	0.1	6.2	-1.3
C/C(=N\NC(=O)c1cc(C)oc1C)c1ccc2ccccc2c1	-1.6	7.2*	3.4	1.7	4.4*	0.2	11.5*	1.7	1.6	0.1	-3.4
CSCCC(NC(=O)OCc1ccccc1)NC(=O)OCc1ccccc1	-1.7	-1.3	-2.6	/	/	0.1	1.7	-2.2	-7.7	3.2	0.7
CC1=C/C(=N\NC(=O)c2ccccc2)CC1	-0.1	2.6	0.9	4.3	-0.1	1.5	13.5*	-0.5	3.3	1.9	0.6
Cc1cc(NC(=O)c2ccco2)c(=O)n(Cc2cccc(C(F)(F)F)c2)c1	-0.9	-1.2	-1.3	2.8	-0.6	-0.2	-1.4	-2.2	3.6	-0.2	0.2
Cc1ccc(C)c(S(=O)(=O)N2CCCC2CNC(=O)C(=O)NCc2cccs2)c1 (stereo unspecified)	-1.0	-2.0	-0.4	2.1	-0.5	1.2	-3.0	1.6	-8.0	2.2	0.5
COc1ccc(C(C)=O)cc1COC(=O)CCC(=O)c1cccs1	-1.7	-0.5	-3.2	0.9	-0.4	-1.4	-0.9	3.6	11.8	-1.4	-0.9
COc1ccc(-n2c(Cc3cccn3C)nnc2SCC(=O)Nc2nc(C)cs2)cc1	-0.6	0.9	-1.6	-3.5	1.6	-0.7	-1.5	0.8	-24.9	7.1	0.1
O=C(Nc1ccccc1Sc1ccccc1)c1ccccc1F	-1.0	0.0	3.1	3.0	0.6	-0.2	-1.0	-3.1	-2.9	-3.7	-0.4
O=C(/C=C/c1cccnc1)c1cc(F)ccc1O	-1.1	-1.5	-1.4	2.9	-0.4	0.6	1.5	4.2	-1.5	-4.7	3.8
CCc1cc2c(=O)c(-c3nc(C)cs3)c(CCCC(=O)O)oc2cc1O	0.2	3.4	-0.2	2.2	0.1	0.4	-0.1	-1.1	-1.6	-0.6	0.1
CCc1c(C)sc(NC(=S)N2CCN(S(C)(=O)=O)CC2)c1C(=O)OC	-1.4	-1.9	-1.6	2.2	1.6	0.3	-0.8	-10.4	14.7	-7.6	0.5
CC(C)c1ccc(C(C(=O)NC2CCCCC2)N(C(=O)c2ccccn2)c2cccnc2)cc1 (stereo unspecified)	-1.7	1.4	-6.1	1.6	0.2	0.5	0.1	-0.6	7.3	5.0	-0.5
CN1CCCC(OC(=O)c2cccc(Br)c2)C1 (stereo unspecified)	-1.2	0.5	-4.4	2.2	1.7	0.4	1.5	0.0	13.7	1.8	-0.4
COc1ccc(-c2cnc3c(NC=O)cc(-c4cc(OC)c(OC)c(OC)c4)cn23)cc1OC	-1.8	-4.6	15.3*	-0.5	/	-1.7	-0.5	28.6	3.1	38.7*	-1.1
COc1cccc(CNC(=O)c2nnn(CC(=O)Nc3cccc(C)c3)c2N)c1	-0.7	-0.6	-2.4	-2.5	-0.6	0.1	-0.3	0.8	-5.3	4.6	-0.3
CC1=NN(C(=O)CSCc2ccccc2)C(O)(c2ccc(F)cc2)C1 (stereo unspecified)	-1.0	-0.6	-1.3	0.7	-0.3	0.0	-1.8	0.8	-5.4	1.3	0.9
Fc1ccc(F)c(NC(=S)NCCc2ccccc2)c1	-0.9	-2.2	-4.9	0.2	-1.9	-1.2	-1.8	4.2	8.7	-1.3	0.6
N/C(=N\OC(=O)CCCOc1ccccc1)c1ccncc1	-1.0	-0.2	-0.7	1.9	-0.1	-0.5	-0.7	2.6	-2.1	-3.4	0.3
COc1ccc(S(=O)(=O)NC2(C(F)(F)F)NC(=O)N(CCc3ccc(OC)c(OC)c3)C2=O)cc1 (stereo unspecified)	-0.5	3.4	-3.0	-1.1	-0.2	0.1	2.9	-1.3	-6.6	-0.4	-0.3
CCCNC(=O)C1(C)CCCN(Cc2ccc(-c3ccccn3)cc2)C1 (stereo unspecified)	-1.2	-2.9	-5.7	0.4	/	-1.1	2.2	-1.2	0.6	-2.9	0.6
CCOc1cc(C2NC(=O)N(C)C(C)=C2C(=O)OC)cc(Br)c1O (stereo unspecified)	-1.1	-2.3	-2.2	-1.6	-1.1	-0.9	-1.0	-0.4	-11.1	-3.5	-0.6
O=P(O)(c1ccccc1)c1ccccc1O	-0.7	-0.7	1.5	-0.9	0.9	1.1	-1.9	1.3	2.1	-4.0	-0.1
O=C(Nc1nnc(-c2ccc(Cl)s2)o1)C1CC1	-1.7	1.5	-3.3	1.4	-1.2	-0.4	1.8	0.5	4.4	9.6	-3.1
COc1ccc(/C=C2\SC(=O)N(CCn3cnnn3)C2=O)cc1	-0.2	0.0	-1.9	2.7	-0.6	0.3	2.3	3.6	0.8	1.5	0.1
O=C(CCc1cccc(Cl)c1)N1CCCC(Nc2ccccc2)C1 (stereo unspecified)	-1.3	-1.2	-0.8	2.3	0.8	-0.1	-0.4	-8.3	-5.0	-2.7	0.1
Cn1cnc([N+](=O)[O-])c1Sc1ncnc2nc[nH]c12	-1.1	-2.6	-2.5	-1.1	-0.3	0.3	-0.7	7.5	8.8	9.5	-0.3
COC(=O)Cn1cc(C(=O)OC)cc(Br)c1=O	-1.2	2.1	-0.8	0.1	-0.7	0.3	0.1	-7.5	9.2	-12.9	-0.3
O=C1NC(=S)SC1=Cc1cccs1	-1.2	1.8	-0.2	1.3	0.0	0.1	-0.4	0.3	-15.5	5.9	0.4
CCn1cc(C(=O)NCc2ccc3c(c2)OCO3)c(=O)c2cc(S(=O)(=O)N3CCOCC3)ccc21	-1.8	-2.3	-2.9	-3.6	-0.3	0.3	0.7	8.9	-10.6	6.5	0.4
Cc1ccc2cccc(OCC(=O)N3CCc4ccccc43)c2n1	-1.4	0.0	-0.1	0.7	-0.6	-0.1	-3.4	1.7	0.8	2.2	0.3
